PME-1 primary – blocks human protein phosphatase methylesterase 1; recombinant PME-1, FP-Rh probe fluorescence polarization; inhibition, % at 5.9 µM; hit rate 0.53% among 320,000; AID 2130;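 active = inhibition above the campaign mean of all compounds plus 3 SD, cut at about 26% in these data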;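 also: competitive labeling of PME-1 active site by serine hydrolase directed probe; 0% = PME-1 with DMSO and 100% = wells lacking PME-1 enzyme; inhibitors block probe labeling so polarization falls and inhibition rises; many of its hits are not listed in these tables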
MEX-5 binding – C. elegans MEX-5 TCR-2 RNA binding activity | MEX-5/FITC-TCR2 RNA binding, fluorescence polarization; stronger effect = lower value | activity score (negative = inhibition of binding), % at 10 µM | hit rate 0.38% among 300,000;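 active = inhibition past about -25% in most replicates, and total fluorescence under double the plate's negative control median, limit read from the data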;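 also: 0% = DMSO and -100% = 5 µM competing unlabeled TCR2 RNA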
BCLXL inh – blocks human Bcl-xL binding to Bim BH3 peptide; Q07817; inhibition, % at 10.9 µM; GST-Bcl-xL / FITC-Bim BH3 peptide fluorescence polarization; AID 2129; hit rate 0.7% among 320,000;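 active = inhibition above the mean of all tested compounds plus 3 SD, cutoff set per campaign, cut at about 30% in these data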;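 also: 0% = DMSO wells and 100% = unlabeled Bim-BH3 peptide competitor; inhibitors lower millipolarization by displacing the labeled peptide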
Target sequence (Q07817 whole entry, looked up): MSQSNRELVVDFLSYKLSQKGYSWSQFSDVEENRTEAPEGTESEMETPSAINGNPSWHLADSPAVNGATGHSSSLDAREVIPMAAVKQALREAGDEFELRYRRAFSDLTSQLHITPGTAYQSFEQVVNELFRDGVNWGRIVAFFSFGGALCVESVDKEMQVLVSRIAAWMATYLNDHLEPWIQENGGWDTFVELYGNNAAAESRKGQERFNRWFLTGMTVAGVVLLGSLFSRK
GRK2 aptamer HTS – inhibitors of human GRK2 displacing RNA aptamer; bead flow cytometry, FAM-aptamer displacement from GRK2; AID 488847; P25098; inhibition of aptamer binding, % at 10 µM; hit rate 0.59% among 330,000;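 active = inhibition of aptamer binding above 40%, roughly 3 SD of noise, on plates passing a quality check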;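 also: median bead fluorescence of bound FAM aptamer so fluorescent compounds give negative values; no value below 0 was filed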
Target sequence (P25098 whole entry, looked up): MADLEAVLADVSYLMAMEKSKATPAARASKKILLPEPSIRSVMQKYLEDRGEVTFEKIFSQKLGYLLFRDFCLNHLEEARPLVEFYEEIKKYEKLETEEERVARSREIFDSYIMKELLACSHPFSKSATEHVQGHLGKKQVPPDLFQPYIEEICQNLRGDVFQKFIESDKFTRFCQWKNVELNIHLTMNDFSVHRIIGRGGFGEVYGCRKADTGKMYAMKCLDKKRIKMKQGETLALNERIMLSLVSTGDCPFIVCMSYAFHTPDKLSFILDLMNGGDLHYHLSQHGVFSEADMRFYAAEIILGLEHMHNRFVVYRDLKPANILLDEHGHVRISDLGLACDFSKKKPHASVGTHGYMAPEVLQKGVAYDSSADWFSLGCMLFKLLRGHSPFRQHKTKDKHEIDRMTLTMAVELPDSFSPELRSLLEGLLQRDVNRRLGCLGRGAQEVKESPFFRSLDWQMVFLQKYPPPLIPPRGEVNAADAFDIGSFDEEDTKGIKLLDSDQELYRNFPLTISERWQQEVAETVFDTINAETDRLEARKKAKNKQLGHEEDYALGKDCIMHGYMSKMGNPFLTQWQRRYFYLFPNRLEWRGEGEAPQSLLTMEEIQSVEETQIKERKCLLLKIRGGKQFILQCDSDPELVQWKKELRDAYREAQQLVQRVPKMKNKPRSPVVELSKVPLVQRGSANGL
Efflux pump inh – blocks antifungal efflux pumps in multiplex yeast assay; inhibition, % at 10 µM; S. cerevisiae Candida pump triplex, Nile Red efflux; AID 485275; hit rate 0.44% among 330,000;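 active = plate passing quality check with inhibition over a set limit, or well fluorescence over plate mean plus 4 SD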;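 also: Nile Red retained in pooled yeast measured as flow cytometry median fluorescence; 0% = buffer negative control and 100% = Enniatin B positive control; higher means more Nile Red kept so more efflux inhibition; some compounds called inactive have numbers as strong as hits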
MCL1-BIM inh – MCL1-BIM-BH3 interaction inhibition (human); Q07820; GST-MCL1 / FITC-Bim-BH3 fluorescence polarization; inhibition, % at 10.9 µM; hit rate 0.68% among 320,000;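 active = inhibition above the mean inhibition of all tested compounds plus 3 SD, set per campaign, cut at about 40% in these data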;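 also: 0% = DMSO wells and 100% = unlabeled Bim-BH3 peptide control; higher means more loss of mP so more displacement of Bim peptide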
GLD-1 RNA inh – GLD-1-TGE RNA interaction inhibition (C. elegans). inhibition, % at 5.96 µM. purified GLD-1 + fluorescein TGE RNA, fluorescence polarization. Q17339. hit rate 0.44% among 320,000;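 active = percent inhibition above a per-plate cutoff, the plate mean of test compounds plus 3 SD, cut at about 30% in these data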;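 also: 0% = DMSO wells with GLD-1 and probe and 100% = wells lacking GLD-1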
Fam108B counter – blocks mouse Fam108B hydrolase in RBBP9 counter-screen. recombinant Fam108B, FP-Rh probe fluorescence polarization. inhibition, % at 9.51 µM. hit rate 0.33% among 300,000;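 active = inhibition above the screen mean inhibition plus 3 SD, computed separately per campaign, cut at about 18% in these data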;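 also: inhibitors lower polarization as less probe binds the enzyme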
VLA-4 inh – inhibition in a human VLA-4 binding assay. P13612. VLA-4 expressing cells, ligand binding flow cytometry. inhibition, % (about 7 µM as worked out from the volumes in the protocol). hit rate 0.2% among 330,000; in the data active = inhibition above about 50%
Starred values were filed as active, the others as inactive; . = not tested or not shown. A portion of the library, so the mix of outcomes need not match the whole.

item	SMILES	GRK2 aptamer HTS	PME-1 primary	VLA-4 inh	MEX-5 binding	MCL1-BIM inh	Efflux pump inh	GLD-1 RNA inh	BCLXL inh	Fam108B counter
1	Cc1ccc(C(=O)NNC(=O)C2CSC3(C)CCC(=O)N23)cc1 (stereo not drawn)	1	-8	-10	2.0	-8	-0.1	2	4	2
2	CCOC(=O)/C(C#N)=C\c1ccc(N2CCN(C)CC2)cc1	2	2	3	-1.0	-9	0.0	-16	2	1
3	Cc1cc2cc(C(=O)N3CCc4c([nH]c5ccccc45)C3c3ccccn3)ccc2o1 (stereo not drawn)	1	3	3	-1.2	3	0.4	6	2	0
4	CN1CCCN(C(=O)C2CCCCC2)CC1	1	0	10	2.9	-3	0.0	-2	2	3
5	Cc1ccc(S(=O)(=O)CCC(=O)OCC(=O)N2CC(=O)Nc3ccccc32)cc1	0	3	-7	0.4	-1	0.0	6	7	1
6	CCOc1cccc(NC(=O)C2CC(=O)N(C)C2)c1 (stereo not drawn)	4	-3	6	-4.6	1	0.0	-5	1	0
7	CC(C(=O)Nc1ccccc1Oc1ccccc1)c1ccccc1 (stereo not drawn)	1	-6	21	1.2	3	-0.1	2	4	4
8	Cc1ccc(OCCn2c(=S)[nH]c3c(N)ncnc32)cc1	0	2	-3	.	-9	-0.1	4	-11	3
9	c1ccc(C[C@H]2CN=C(Nc3ccccc3)N2CCCC2CCCC2)cc1	0	-2	-2	-0.7	10	-0.2	-1	12	-6
10	O=C(O)c1cccc(N2C(=O)c3cccc4c(Cl)ccc(c34)C2=O)c1	6	0	16	-4.8	10	-0.2	10	13	2
11	CCOc1ccc(CNC(=O)c2nnc(CS(=O)(=O)c3ccccc3)o2)cc1OC	1	1	-1	4.8	9	0.0	2	4	-3
12	CCC(C)Nc1nc2c(c(=O)n(C)c(=O)n2C)n1C (stereo not drawn)	4	0	-2	-1.4	-8	-0.1	1	-3	-1
13	COc1ccc(NC(=O)C/C(C)=N/NC(=O)c2cccs2)c([N+](=O)[O-])c1	1	-4	4	-0.1	9	-0.1	9	7	2
14	CCNC(=S)Nc1ccccc1-c1ccccc1	3	-2	10	-2.2	19	-0.1	4	7	-1
15	Cn1ccnc1C(O)(c1ccccc1)c1ccccc1	2	-3	-27	0.9	-1	0.3	6	1	1
16	COc1cccc(-c2nnc(NC(=O)c3cccc(F)c3)o2)c1	0	2	-14	-0.6	-4	0.8	-5	1	-3
17	C[C@@H]1C=C(C(=O)NCc2nc3ccccc3[nH]2)O[C@H](OCCCCO)C1	0	-5	-3	-1.9	6	0.0	0	9	-1
18	CCO[C@@H]1OC(C(=O)N2CCN(Cc3ccc4c(c3)OCO4)CC2)=C[C@H](c2ccc(Br)cc2)[C@H]1CCCO	0	-5	-5	1.4	-1	0.0	1	2	4
19	CC(C)c1c(O)cc(-c2ccncc2)n(-c2ccc(Cl)cc2)c1=O	4	-4	6	-0.9	-7	0.1	-2	5	-3
20	Nc1nonc1C(=O)NCCNc1ccc([N+](=O)[O-])cc1	15	4	25	-2.9	-13	0.5	-8	-2	-1
21	Cc1cc(C)nc(Nc2n[nH]c(COc3ccc4ccccc4c3)n2)n1	0	5	-7	0.7	10	0.3	-2	-1	-1
22	CCOc1cc(-c2cc(-c3ccc(C)cc3)nc(N)c2C#N)ccc1O	2	-10	-5	-4.3	21	-0.1	15	30*	7
23	COc1cccc(NC(=O)CSc2nn3c(=O)c(C)nnc3s2)c1	4	0	-5	0.1	8	0.2	6	2	-1
24	CN(c1ccc(C(=O)O)cc1)S(=O)(=O)c1ccc(Cl)cc1	2	-2	9	0.1	8	0.0	-1	2	-4
25	Cc1nn(Cc2ccccc2)c(=O)n1N(C)c1ncc(C(F)(F)F)cc1Cl	0	-4	0	2.0	4	0.1	-1	5	-1
26	CCCCOC(=O)Nc1cccc(C(=O)OCC)c1	0	-1	3	-2.7	-7	0.3	-6	1	-7
27	COc1ccc(OC)c(NC(=O)C2CCCCC2C(=O)O)c1 (stereo not drawn)	2	-3	-31	1.3	4	-0.1	0	4	1
28	CC(C)c1csc(CN2CCCC(CCC(=O)NCc3ccccc3F)C2)n1 (stereo not drawn)	4	1	7	0.6	-3	0.0	4	-2	0
29	O=C(COC(=O)c1cc(-c2cccnc2)nc2ccccc12)Nc1ccc(F)cc1F	0	5	9	-0.4	15	0.5	12	23	-1
30	O=c1c(-c2ccco2)[n+]([O-])c2ccccc2n1OCc1ccccc1	0	-1	-8	-6.5	16	0.2	38*	30*	-5
31	COc1ccc(-c2cc(C(=O)N3CCN(c4ncccn4)CC3)c3ccccc3n2)cc1	1	-1	-9	.	13	0.1	-8	7	.
32	Cc1cccc(Oc2c(C=O)c3ccccc3n2C)c1	0	4	-7	2.2	6	0.0	7	3	-2
33	CCCCNC(=O)C1CCCN(S(=O)(=O)c2ccc(-n3cnnn3)cc2)C1 (stereo not drawn)	1	-4	6	1.2	-6	0.0	3	1	0
34	CCOC(=O)N1CCN(C(=O)COc2ccc([N+](=O)[O-])cc2)CC1	4	2	11	0.7	-4	0.1	-6	5	1
35	Cc1ccc(NC(=O)c2cc(S(=O)(=O)N3CCOCC3)cn2C)c(C)c1	0	2	27	-1.2	8	0.1	-4	2	2
36	CN1C(=O)C(C)(C)c2cc(S(=O)(=O)NCC3CCC(C(=O)NCc4ccc(F)cc4)CC3)ccc21 (stereo not drawn)	0	3	6	1.3	4	-0.2	6	4	1
37	CCn1cc(CN2CCC(C(=O)Nc3cccc(-c4cccc(F)c4)c3)CC2)cn1	0	0	19	-2.0	4	0.1	-2	1	-1
38	O=C(Cn1c(COc2ccccc2)nc2ccccc21)Nc1cc(Cl)c(Cl)cc1Cl	0	-2	-1	1.8	-3	0.7*	3	0	-7
39	CCCCN(C(=O)Nc1ccccc1)C1CCS(=O)(=O)C1 (stereo not drawn)	0	-5	-20	.	-9	-0.2	7	-3	.
40	O=C(C1=NN[C@@H]2C(=O)N(c3cccc(C(F)(F)F)c3)C(=O)[C@H]12)C(c1ccccc1)c1ccccc1	0	-7	2	-1.4	1	0.0	-1	2	-4
41	CCOC(=O)C(Cc1ccccc1)NC(=O)CCc1nnc2ccc(N3CCCCC3)nn12 (stereo not drawn)	1	-3	-3	1.0	-4	-0.1	7	3	1
42	CC(NC(=O)c1cc2c(s1)CCCC2)C(C)(C)C (stereo not drawn)	0	4	11	.	3	-0.2	-2	1	0
43	O=C(Cc1ccccc1[N+](=O)[O-])OCC(=O)N1CCN(c2ccccc2)CC1	0	1	-2	-0.5	12	-0.1	1	-1	0
44	Cc1ccc(NS(=O)(=O)c2ccc(OCC(=O)NCc3ccco3)cc2)cc1	2	3	19	1.0	2	0.1	1	0	2
45	CCOC(=O)C1CCCN(C(=O)c2cc3cc(Br)ccc3oc2=O)C1 (stereo not drawn)	1	-5	2	0.3	-3	0.5	-2	1	-6
46	CC1CN2C(c3ccc(Cl)cc3)=CSC2=N1 (stereo not drawn)	0	-11	2	-4.9	4	0.3	-10	4	-9
47	Cc1cc(C)nc(Nc2ncc(O)n2-c2ccccc2)n1	0	-6	0	2.0	-5	0.1	-2	-5	-2
48	COCC(=O)NNC(=O)c1ccccc1OC	2	-4	4	-3.0	2	0.2	5	2	-1
49	COc1ccc(CCN2CC(C(=O)NCc3cccc4[nH]ccc34)CCC2=O)cc1 (stereo not drawn)	0	4	12	1.1	11	-0.1	-3	4	-1
50	Cc1cc(=O)oc2c1c(C)nn2-c1nn[nH]n1	0	1	3	4.0	-21	0.0	-28	-7	-1

Other results follow:
item	SMILES	GRK2 aptamer HTS	PME-1 primary	VLA-4 inh	MEX-5 binding	MCL1-BIM inh	Efflux pump inh	GLD-1 RNA inh	BCLXL inh	Fam108B counter
51	O=C(CCNS(=O)(=O)c1ccccc1C(F)(F)F)N1CCCCCCC1	0	4	-10	.	-2	0.0	-8	-2	.
52	CCc1cccc(NC(=O)CCc2nc3sc4c(c3c(=O)[nH]2)CCCC4)c1	1	8	9	-0.8	8	0.1	-5	-1	-1
53	CCOc1ccc(CSC(=N)N)cc1[N+](=O)[O-]	0	-6	-6	0.0	-5	0.1	0	-4	-5
54	COC(=O)c1ccc(Cn2nnc3c(=O)[nH]c(C4CCN(S(=O)(=O)c5cc(C)ccc5C)CC4)nc32)cc1	1	3	-16	2.3	-3	0.4	6	4	-9
55	O=c1[nH]c(-c2ccccc2)c(-c2ccccc2)nc1[N+](=O)[O-]	0	2	16	-1.4	1	0.0	-10	-2	-1
56	CCOC(=O)CSc1snnc1-c1ccccc1	2	3	8	-0.1	-8	0.1	0	-5	0
57	CCOC(=O)N1CCN(C(=O)CSc2nc3c([nH]c4ccccc43)c(=O)n2CCOC)CC1	0	5	4	-1.0	6	0.0	3	2	0
58	Cc1ccc2c(c1)C(=O)C(=O)N2c1ccc(C(F)(F)F)cc1	0	.	-15	.	.	-0.1	0	.	.
59	CCOC(=O)CCCN1CC(O)=C(c2nc(-c3ccc(Cl)cc3)cs2)C1=N	0	-3	8	.	-1	0.1	-1	1	5
60	Cc1sc(NC(=O)CCl)c(C(=O)c2ccccc2)c1C	0	2	0	-0.5	0	0.1	4	-3	-1
61	COc1ccc(NC(=O)c2cc(=O)[nH]c3ccccc23)cc1	0	-1	-1	-1.4	-6	0.0	4	1	1
62	CCN(c1cccc(C)c1)S(=O)(=O)c1ccc2c(c1)NC(=O)CS2	1	8	30	-0.5	9	0.0	4	7	0

Bioassay records as filed in PubChem.
